# TrxR1 substrate: rat thioredoxin reductase 1 substrate activity; O89049; purified TrxR1 substrate turnover, NADPH consumption readout; Potency, µM (doses to about 114 µM), for the others: at the highest dose activity change, negative = substrate turnover; 390,000 tested, 0.01% active; also: potency is read from the fitted curve at half-maximal effect; % is scaled to controls: 0 for no effect and ±100 for the full control effect; nearly all actives have a fitted effect of over 50% in size
#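 Rat TrxR1, dispensed at 90 nM, was prereduced with 400 uM NADPH (final) for 5 min at ~22 deg C, then incubated with compound 15 min before 400 uM selenite. A first-read NADPH fluorescence drop versus no-compound background flagged substrates.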
# TRHR PAM: allosteric enhancers of human TRH receptor; P34981; TRHR cells, fluo-8 calcium fluorescence, EC20 TRH enhancement; enhancement, % at 2 µM; 360,000 tested, 0.66% active; in the data active = enhancement above about 30%; also: 0% is about no effect
# Target sequence (P34981 whole entry, looked up): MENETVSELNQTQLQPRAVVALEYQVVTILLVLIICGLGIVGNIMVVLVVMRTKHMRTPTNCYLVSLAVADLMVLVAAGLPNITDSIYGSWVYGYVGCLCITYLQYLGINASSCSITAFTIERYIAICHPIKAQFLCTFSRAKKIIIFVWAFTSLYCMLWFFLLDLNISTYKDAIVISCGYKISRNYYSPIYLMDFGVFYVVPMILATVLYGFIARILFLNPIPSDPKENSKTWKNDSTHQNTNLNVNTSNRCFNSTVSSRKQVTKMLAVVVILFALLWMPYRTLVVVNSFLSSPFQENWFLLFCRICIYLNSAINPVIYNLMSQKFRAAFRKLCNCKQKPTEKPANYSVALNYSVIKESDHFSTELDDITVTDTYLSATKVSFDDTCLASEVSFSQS
#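 Enhancer read-out: after compound pinning and an initial kinetic agonist-mode read, an EC20 of TRH (10 nM final) was injected and fluo-8 calcium signal (Ex 480/Em 530) followed at 1 s/cycle for 100 cycles in TRHR-expressing cells.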
# D2 antag: D2 dopamine receptor (human) antagonism. P14416. inhibition, % at 10 µM. 340,000 tested, 2% active. HEK293 TREx D2 cells, calcium flux, dopamine EC80; in the data active = inhibition above about 30%; also: 0% is about no effect
# Target sequence (P14416 whole entry, looked up): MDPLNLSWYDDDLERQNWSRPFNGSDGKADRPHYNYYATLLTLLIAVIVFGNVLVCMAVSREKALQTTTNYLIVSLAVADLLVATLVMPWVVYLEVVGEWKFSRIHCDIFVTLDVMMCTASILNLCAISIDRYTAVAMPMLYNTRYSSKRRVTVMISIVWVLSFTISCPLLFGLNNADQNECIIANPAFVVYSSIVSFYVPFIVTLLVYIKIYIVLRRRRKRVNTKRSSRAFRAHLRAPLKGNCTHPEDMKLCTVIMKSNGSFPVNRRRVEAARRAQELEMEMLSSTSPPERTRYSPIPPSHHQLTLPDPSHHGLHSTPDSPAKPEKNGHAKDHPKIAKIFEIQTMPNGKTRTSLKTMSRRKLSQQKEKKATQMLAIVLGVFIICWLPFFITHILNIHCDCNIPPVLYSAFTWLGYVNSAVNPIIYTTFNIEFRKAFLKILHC
#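 Calcium flux kinetic readout in an inducible HEK293 TREx D2 line plated overnight at 30 C. After 180 s compound exposure, an EC80 dopamine challenge follows with another 180 s kinetic read to detect antagonism.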
# TrxR1 inh: inhibitors of rat thioredoxin reductase 1; recombinant rTrxR1, NADPH fluorescence consumption, selenite substrate; Potency, µM (titrated, usually from 114 µM), without a hit: at the top dose activity change, negative = inhibition, usual class: inhibitors; 390,000 tested, 1% active; also: potency is read from the fitted curve at half-maximal effect; % is scaled to controls: 0 for no effect and ±100 for the full control effect; nearly all actives have a fitted effect of over 65% in size
#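 Rat TrxR1 (90 nM in the dispensed reagent) was pre-reduced with 400 uM NADPH for 5 min at room temperature, then incubated with compound for 15 min. After 400 uM selenite was added, NADPH fluorescence (Ex 340/Em 450 nm) was followed for 8 min.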
# Pin1 inh: blocks the human prolyl isomerase Pin1; Pin1 FP peptide displacement, HiFluor488, 10 min; 390,000 tested, 0.009% active; Q13526; Potency, µM (series often up to 115 µM), without a hit: top-dose activity, negative = inhibition, actives largely listed as inhibitors; active = well fitted inhibition curve with a large enough effect in the polarisation, with a control signal flat, not every such curve was filed as active; inconclusive = small, poorly fitted or top-dose-only effect, or effect the other way, or a change in a side signal; inactive = no such curve, though single readings can be large or run the other way; the % refers to the polarisation; also: potency is read from the fitted curve at half-maximal effect; % is scaled to controls: 0 for no effect and ±100 for the full control effect
# Target sequence (Q13526 whole entry, looked up): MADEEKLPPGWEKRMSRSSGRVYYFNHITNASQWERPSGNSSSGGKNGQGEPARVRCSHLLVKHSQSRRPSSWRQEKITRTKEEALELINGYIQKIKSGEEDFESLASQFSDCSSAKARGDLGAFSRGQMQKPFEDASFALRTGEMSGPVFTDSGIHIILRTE
# USP1-UAF1 inh: inhibitors of human USP1/UAF1 deubiquitinase | 390,000 tested, 0.23% active | Potency, µM (titrated, usually from 57.1 µM), without a hit: at the top dose activity change, negative = inhibition, hits mostly inhibitors | recombinant USP1/UAF1, Ub-Rhodamine cleavage fluorescence | O94782; also: potency is read from the fitted curve at half-maximal effect; % is scaled to controls: 0 for no effect and ±100 for the full control effect; nearly all actives have a fitted effect of over 60% in size; inactives centre near -12
#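 USP1/UAF1 complex at 1 nM was preincubated with compound for 15 min at room temperature, then Ub-Rho substrate (150nM final) was added. Fluorescence (480/540 nm) was read kinetically, 6 reads every 60 seconds.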
# D2 ag: D2 dopamine receptor (human) agonism. 340,000 tested, 0.53% active. activation, % at 2 µM. HEK293 T-REx D2 cells, calcium flux agonist mode. P14416;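 active = activation over 3 SD above normal in the single-dose calcium agonist read, cut at about 30% in these data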; also: 0% is about no effect
#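 Agonism is scored from calcium flux in a force-coupled, inducible HEK293 cell line expressing D2, read kinetically for 180 s after compound addition against dopamine controls.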
# mIDH1 inhibitor: human IDH1 R132H inhibition | 390,000 tested, 0.093% active | O75874 | Potency, µM (highest dose often 76.6 µM), without a hit: at the highest dose activity change, negative = inhibition, most hits filed as inhibitors | AID 602179 | IDH1-R132H enzyme, NADPH consumption, diaphorase/resazurin fluorescence; also: potency is read from the fitted curve at half-maximal effect; % is scaled to controls: 0 for no effect and ±100 for the full control effect; nearly all actives have a fitted effect of over 65% in size
#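 IDH1-R132H (0.5 ug/mL dispensed) in pH 7.5 Tris buffer was preincubated 30 min with compound, then given a substrate mix of 0.016 mM NADPH and 2 mM alpha-KG for 80 min at room temperature; remaining NADPH was read by diaphorase/resazurin fluorescence.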
# TRHR agonist: activates the human TRH receptor. TRHR cells, calcium flux fluo-8, FDSS agonist mode. activation, % at 2 µM. 360,000 tested, 0.18% active. P34981; in the data active = activation above about 30%; also: 0% is about no effect
#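 Steps: seed TRHR cells overnight; add fluo-8 no-wash Ca dye, RT 30 min–1.5 h; record 10 s baseline; pin-transfer compounds; monitor fluorescence 1 cycle/s for the agonist window. Calcium increases flag candidate agonists.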
# * hit, by the source's call; ? = inconclusive; nt = no result given; [ ] = dose if it differs, or a comment. Unless noted, calls follow the shape of the dose curve; as a rule, active = well fitted inhibition curve with a large enough effect; inconclusive = small, poorly fitted or top-dose-only effect; inactive = no such curve, though single readings can be large or run the other way. A portion of the library, so the mix of outcomes need not match the whole.
SMILES,TrxR1 substrate,TRHR PAM,D2 antag,TrxR1 inh,Pin1 inh,USP1-UAF1 inh,D2 ag,mIDH1 inhibitor,TRHR agonist
CCOc1cc(C=O)ccc1OCc1cc(=O)n2cc(C)ccc2n1,5.2%[57.1 µM],-10.1,-11.7,8.9%[57.1 µM],0.9%,-1.1%,0.1,-8.8%,0.1
CCOC(=O)c1c(NC(=O)C2COc3ccccc3O2)sc(C(C)=O)c1C (stereo not given),13.7%,-7.5,17.0,12.6%,-22.7%,?,-0.3,2.7%,1.0
CC(C)Cc1nc2sc3c(SCC(N)=O)ncnc3c2c2c1CCC2,7.3%,7.6,20.2,31.9%,1.1%,-8.1%,0.1,5.3%,-0.1
O=Cc1ccc(Oc2cccc(C(F)(F)F)c2)nc1,-0.7%[57.1 µM],8.5,-2.1,6.1%[57.1 µM],-4.3%,-23.5%,2.6,7.3%,0.0
CC(NC(=O)CCc1nnc(-c2ccccc2)o1)c1ccccc1 (stereo not given),-0.2%,-18.6,-0.3,20.6%,-0.7%,-14.9%,5.1,-10.0%,-0.3
CN(C)S(=O)(=O)c1ccc(NC(=O)/C=C/c2ccccc2Cl)cc1,-6.5%,-2.7,13.1,-5.7%,59.5%[activator],-20.9%,13.9,8.1%,-0.5
CCOc1cc(/C=N\NC(=O)OC(C)(C)C)ccc1OC(=O)c1ccco1,-3.7%,2.7,31.3*,15.8%[57.1 µM],2.0%,?,-2.0,-7.9%,-0.6
COc1ccc(C(=S)N2CCCC2)cc1C,11.8%,14.8,13.0,23.7%,-1.4%,-9.1%,0.6,-1.6%,0.0
CC(C)NC(=O)CN1CCC(c2nc3ccccc3[nH]2)CC1,-2.2%,0.3,6.3,16.4%,-4.7%,-12.3%,-1.9,-2.7%,1.2
CC1C=Cc2ccccc2N1C(=O)c1ccccc1 (stereo not given),-0.1%,1.1,-14.2,-13.3%,-10.7%,-5.6%,-1.1,2.5%,-0.6
CC(NC(=O)COC(=O)c1cc(=O)[nH]c2ccccc12)c1ccccc1 (stereo not given),-4.3%[57.1 µM],17.0,23.0,-7.1%[57.1 µM],1.7%,-8.9%,-0.1,0.0%,-0.2
N#Cc1c2c(c(-c3ccco3)[nH]c1=O)CCCC2,10.8%[57.1 µM],14.0,-4.7,?,?,-23.0%,-0.6,7.0%,-0.2
O=S(=O)(/N=C(/c1ccccc1Cl)N1CCOCC1)c1ccccc1,5.5%[57.1 µM],-3.6,-4.4,-2.9%[57.1 µM],9.9%,-1.0%,-0.6,1.3%,0.4
O=C(NNC(=O)C1CCN(c2ncccn2)CC1)c1ccc(F)cc1,12.2%,-0.5,-1.0,23.4%,2.5%,?,1.7,-8.5%,-0.1
O=C1/C(=C\c2ccc(Br)o2)SC(=Nc2ccccc2)N1c1ccccc1,26.8%,0.0,6.0,?,33.3%[activator],-17.9%,-0.4,2.0%,-0.3

# D2 antag: entries above that show a hit
SMILES | TrxR1 substrate | TRHR PAM | D2 antag | TrxR1 inh | Pin1 inh | USP1-UAF1 inh | mIDH1 inhibitor
CCOc1cc(/C=N\NC(=O)OC(C)(C)C)ccc1OC(=O)c1ccco1 | -3.7% | 2.7 | 31.3* | 15.8%[57.1 µM] | 2.0% | ? | -7.9%

# Remaining list, next part.
SMILES,TrxR1 substrate,TRHR PAM,D2 antag,TrxR1 inh,Pin1 inh,USP1-UAF1 inh,D2 ag,mIDH1 inhibitor,TRHR agonist
C/C=C(\C)C(=O)Nc1cccc(C2=NOC3(C2)C[C@@H](C(N)=O)N(C(=O)/C(C)=C/C)C3)c1 (stereo not given in full),5.3%[57.1 µM],-7.4,21.3,18.8%[57.1 µM],0.5%,-29.3%,0.4,5.2%,-0.2
COc1ccc(C)cc1N(CC(=O)N1CCCCCC1)S(=O)(=O)c1ccccc1,15.1%[57.1 µM],-1.6,nt,33.0%[57.1 µM],1.1%,-10.5%,nt,1.2%,0.1
O=C(CN(C(=O)C1CSC(=O)C1)c1cccc(F)c1)NCc1ccc2c(c1)OCO2 (stereo not given),8.5%[57.1 µM],9.7,-31.0,14.5%[57.1 µM],5.2%,-5.4%,0.6,8.1%,-0.1
COc1ccc(-c2cc(C(=O)NN3CCOCC3)c3ccccc3n2)cc1OC,-4.4%,-1.2,5.2,17.0%,-1.1%,-9.8%,0.9,5.8%,0.1
O=S(=O)(Nc1ccccc1)c1cccc2nonc12,-4.8%,-4.0,14.2,0.4%,-5.1%,-9.4%,0.9,7.3%,-0.1
CC(C)(C)OC(=O)C[C@@H]1C/C=C\C[C@@H](CC(=O)NCCO)C(=O)NC[C@@H](c2ccccc2)OC1=O,4.5%,nt,nt,25.0%,-0.3%,-19.6%,nt,12.9%,nt
CCCCN1CCC(=O)C(C(=O)OCC)=C1C(=O)OCC,-11.5%,nt,nt,-4.4%,2.5%,-29.1%,nt,-4.2%,nt
Cc1c(CN2CCc3c([nH]c4ccccc34)C2CC(C)C)cnn1C (stereo not given),8.8%,5.1,-16.1,22.9%,-3.7%,-2.7%,0.7,-0.2%,2.5
COc1ccc(S(=O)(=O)N[C@@H](CC(C)C)C(=O)O)cc1,-2.1%,-3.8,-7.5,6.3%,-0.7%,-10.5%,0.5,4.7%,-0.2
CC1CCCC(C)N1C(=O)CSc1nccc(=O)[nH]1 (stereo not given),-4.9%,3.6,-2.8,-0.9%,0.0%,-3.5%,1.8,2.6%,0.3
Cc1nn(S(=O)(=O)c2ccc(F)cc2)c(C)c1S(=O)(=O)N1CCC(C)CC1,5.8%[57.1 µM],6.2,nt,20.8%[57.1 µM],-2.3%,-26.4%,nt,0.0%,0.3
N=c1c2c3c(sc2ncn1Nc1ccccc1)CCC3,-0.4%,6.8,-18.0,3.5%,-9.6%,-5.6%,-0.5,-1.8%,0.0
O=C(N/N=C\c1ccc(Cl)s1)C1COc2ccccc2O1 (stereo not given),0.4%,6.2,-3.2,19.5%,-1.9%,-12.2%,-0.1,-0.3%,-0.1
CC(=O)Nc1ccc(C(=S)NCC2(N(C)C)CCCCC2)cc1,-2.6%[57.1 µM],-10.5,-2.8,30.5%[57.1 µM],-0.1%,-17.1%,8.8,11.0%,2.9
O=C(Nc1ncccc1O)c1cccc(S(=O)(=O)NCc2ccccc2)c1,-0.3%,2.7,7.0,1.2%,-15.8%,-27.3%,0.0,6.7%,0.1
CCN(C[C@H]1N[C@@](C)(C(=O)OC)[C@H]2C(=O)N(C)C(=O)[C@@H]12)C(=O)c1ccc(C(C)(C)C)cc1,7.8%,nt,nt,19.4%,-3.4%,-2.8%,nt,6.5%[38.3 µM],nt
Cc1nnc2c(-c3ccccc3)nc3ccccc3n12,0.7%,7.7,-2.4,10.1%[57.1 µM],-0.3%,-5.2%,2.8,-6.3%,-0.9
CCCCc1ccc(Nc2ncnc3c2cnn3-c2ccc(C)cc2)cc1,0.5%[57.1 µM],1.5,nt,7.1%[57.1 µM],5.9%,2.6%,-0.3,-6.3%,-0.2
Cc1ccc(OC(=O)c2cccc(C(=O)Oc3ccc(C)cn3)n2)nc1,nt,3.5,0.5,nt,nt,nt,-0.3,nt,0.5
Cc1cc(C)cc(NC(=O)CCN2C(=O)c3ccccc3C2=O)c1,5.7%,-3.8,28.7,19.8%,0.1%,-15.0%,1.1,3.8%,1.5
CCC(C)N(C)C1CCN(C(=S)Nc2cccc(SC)c2)CC1 (stereo not given),-13.2%[0.0914 µM],-18.1,-6.6,-33.4%,0.2%,0.6%,0.0,-2.9%,-1.3
CCOc1ccc2nc(Cl)c(C3CC(c4ccco4)=NN3S(=O)(=O)c3ccccc3)cc2c1 (stereo not given),-5.7%,0.8,9.9,-18.2%,?,-11.9%,0.4,7.6%,0.4
CCOC(=O)C1CCCN(S(=O)(=O)c2ccc(N3CCCCS3(=O)=O)cc2)C1 (stereo not given),3.9%[57.1 µM],2.8,nt,10.5%[57.1 µM],-7.9%,7.0%,1.5,-6.8%,-0.4
CC(=O)c1sc2ccccc2c1OC(=O)c1ccco1,-0.3%,-7.2,-11.8,?,-2.3%,-25.7%,-2.8,-5.3%,-0.3
COC(=O)N/N=C/c1cc(C)n(-c2ccc(Br)cc2)c1C,13.5%[57.1 µM],-1.7,-1.8,2.1%[57.1 µM],-0.6%,-18.6%,-0.4,-6.5%,-2.1
Cc1ccccc1C(=O)OCc1nnc(-c2ccc(Cl)cc2)o1,-8.5%,1.5,-13.8,16.0%[57.1 µM],6.3%,-10.8%,-0.1,-2.1%,0.2
CCOC(=O)N1CCC(N2CC34C=CC(O3)C(C(=O)Nc3ccc(F)cc3)C4C2=O)CC1 (stereo not given),7.2%[57.1 µM],-6.2,7.1,17.4%[57.1 µM],-0.1%,-4.2%,-0.8,-9.5%,0.2
COc1ccc(OC)c(C(=O)Cn2nnc3ccccc3c2=O)c1,-3.3%,38.7*,-10.4,12.3%,-13.3%,-8.1%,0.3,-0.4%,0.3
O=C(c1ccco1)N1CCN(C(c2ccccc2Cl)c2nnnn2CC2CCCO2)CC1 (stereo not given),4.7%[57.1 µM],-3.4,1.3,-1.5%[57.1 µM],0.1%,-1.9%,-1.2,7.4%,0.3
CN(C)c1ccc(CNC(=O)c2cc(S(=O)(=O)N3CCCC3)cn2C)cc1,8.8%[57.1 µM],2.2,5.3,6.1%[57.1 µM],-1.0%,-17.8%,0.1,-6.5%,-0.3
Cc1ccc(SCC(=O)NNC(=O)c2ccccc2)c(C)c1,-0.1%,-0.2,-11.7,14.2%,7.8%,-11.7%,0.7,-9.5%,0.1
O=c1n(Cc2ccc(F)cc2)nc2n1-c1ccccc1SC2,-3.0%,11.9,-9.6,-4.4%,-7.5%,-21.4%,-0.8,5.2%,-0.3
Cc1ccc(N/C=C2\C(=O)N(c3ccc(F)cc3F)C(c3cccnc3)S2(=O)=O)cc1 (stereo not given),1.2%[57.1 µM],-4.2,-3.4,14.2%[57.1 µM],20.6%,-3.4%,-0.6,5.6%,-0.8

# Compound activity deposited in PubChem BioAssay by National Center for Advancing Translational Sciences (NCATS).
